m5-HT2A agonist – agonists of mouse serotonin 5-HT2A receptor (HTR2A) | P35363 | CHO-K1 mHTR2A beta-arrestin complementation, luminescence; percent of 30 µM serotonin response | activation, % at 7.6 µM | 360,000 tested, 0.66% active | AID 624169;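 active means activation above a run cutoff, the mean activation of all tested compounds plus 3 SD, cut at about 14% in these data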;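 further: 0% = plate median of compound wells and 100% = 30 µM serotonin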
Target sequence (P35363 whole entry, looked up): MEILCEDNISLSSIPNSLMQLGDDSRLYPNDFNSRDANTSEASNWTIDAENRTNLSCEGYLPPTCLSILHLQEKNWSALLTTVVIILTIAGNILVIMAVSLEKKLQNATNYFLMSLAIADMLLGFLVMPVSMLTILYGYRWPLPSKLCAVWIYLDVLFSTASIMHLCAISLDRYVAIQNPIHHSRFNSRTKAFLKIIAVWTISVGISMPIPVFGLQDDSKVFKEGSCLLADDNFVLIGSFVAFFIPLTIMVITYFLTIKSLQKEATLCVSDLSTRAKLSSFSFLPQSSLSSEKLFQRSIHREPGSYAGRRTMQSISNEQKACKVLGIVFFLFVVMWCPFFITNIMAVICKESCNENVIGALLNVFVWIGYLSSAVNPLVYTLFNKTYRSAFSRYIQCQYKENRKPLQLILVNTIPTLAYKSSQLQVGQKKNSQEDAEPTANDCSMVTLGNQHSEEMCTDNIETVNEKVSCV
MC4R antagonist – antagonists of human melanocortin 4 receptor (MC4R); P32245; MC4R-expressing cells, MTII-stimulated cAMP, LANCE TR-FRET; inhibition, % at 6.5 µM; 360,000 tested, 0.48% active;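 active means inhibition above its plate's cutoff, the mean of tested wells on that plate plus 3 SD, cut at about 29% in these data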;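 further: 0% = Melanotan II alone and 100% = Melanotan II plus saturating MCL0020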
Target sequence (P32245 whole entry, looked up): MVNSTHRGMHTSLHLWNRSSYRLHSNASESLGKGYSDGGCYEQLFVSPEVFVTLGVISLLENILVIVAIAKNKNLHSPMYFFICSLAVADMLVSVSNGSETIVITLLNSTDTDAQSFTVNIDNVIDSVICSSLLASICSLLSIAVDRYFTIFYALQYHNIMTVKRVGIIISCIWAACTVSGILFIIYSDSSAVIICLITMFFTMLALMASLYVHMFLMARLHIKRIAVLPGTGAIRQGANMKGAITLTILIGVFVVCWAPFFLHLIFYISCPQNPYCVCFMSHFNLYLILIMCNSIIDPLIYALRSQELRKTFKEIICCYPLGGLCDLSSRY
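Material – human MC4R-expressing U2OS cells · Repeats – no replicates · Detection – TR-FRET with Eu-cAMP and labeled anti-cAMP, 671 nm · Times – compound 30 min, challenge 1 h, detection 1 h · Compound – single nominal compound dose of 6.5 µM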
Exocytosis inh – blocks lytic granule exocytosis; TALL-104 LAMP-1 surface exposure, flow cytometry; cells stimulated with thapsigargin and PMA; inhibition, % at 10 µM; 360,000 tested, 0.66% active;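 active means inhibition above about 55%, limit read from the data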
ABCB6 inh MLPCN – human ABCB6 transporter inhibition. K562-ABCB6 porphyrin accumulation, flow cytometry, 1 h; stronger effect = lower value. fluorescence ratio to DMSO, % at 10 µM. 360,000 tested, 0.19% active. AID 602162;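 active means fluorescence ratio to DMSO below 75%, the collection mean minus 3 SD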;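 further: signal is porphyrin accumulated inside mitochondria; 100% equals median channel fluorescence of DMSO control wells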
ABHD5 PLIN5 PPI – ABHD5-PLIN5 protein interaction inhibition; 360,000 tested, 0.78% active; inhibition, % at 4 µM; Split G. princeps luciferase complementation, luminescence, 4 h; Q00G26+Q8WTS1;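 active means inhibition above the mean inhibition across every tested compound plus 3 SD, cut at about 22% in these data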;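 further: 0% = DMSO only wells and the 100% control is not disclosed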
iPSC survival up – hiPSC single-cell survival enhancement. ATPlite luminescence; 100% = ROCK inhibitor wells, 0% = DMSO. survival enhancement, % at 20 µM. 360,000 tested, 0.044% active. AID 602274; in the data active means survival enhancement above about 18%;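 further: cells exposed to compounds for 16 hours before the ATP read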
N-glyco inh – blocks N-linked glycosylation in D54 reporter cells; D54 ERlucT glycosylation luciferase reporter, 24 h; percent of 100 nM tunicamycin response; reporter increase, % at 12.5 µM; 360,000 tested, 0.23% active; AID 588692;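 active means mean luciferase reporter signal, scaled so untreated is 0 and the glycosylation-blocking control 100, at or above a set limit in every replicate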;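 further: luciferase carries N-glycosylation sites so blocking glycosylation raises the light; 0% = median of neutral control wells and 100% = median of 100 nM tunicamycin wells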
MC4R barr agon – human MC4R agonism via beta-arrestin; P32245; activation, % at 8.9 µM; U2OS MC4R beta-arrestin complementation, luminescence; percent of melanotan II response, DMSO zero; 360,000 tested, 0.98% active;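 active means activation above a per-plate cutoff, the mean activation of sample wells on that plate plus 3 SD, cut at about 8% in these data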
aDG glyco up – increases alpha dystroglycan glycosylation; Pro5-aDG cells, alpha-DG glycosylation AlphaScreen (IIH6); 0% Pro5, 100% B10-LARGE cell signal; activation, % at 10 µM; 360,000 tested, 0.22% active; AID 624168;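 active means activation of at least 8% versus controls, or a plate z-score of at least 8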;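 further: Pro5 are CHO cells carrying HIG-tagged alpha-DG that lacks glycosylation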
Cardio protect – myocardial damage modulation in H9c2 cells. AID 588492. H9c2 cardiomyocytes, H2O2 injury protection, ATPLite, 2 h. 360,000 tested, 0.63% active. protection from H2O2 cell death, % at 20 µM;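 active means compounds giving at least 50% protection of heart cells from peroxide-induced death in the single-dose screen, raw or plate-pattern-corrected value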;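 further: 0% = DMSO wells with peroxide and 100% = DMSO wells without peroxide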
An asterisk follows results filed as active; nt = not tested or not shown.

SMILES | m5-HT2A agonist | MC4R antagonist | Exocytosis inh | ABCB6 inh MLPCN | ABHD5 PLIN5 PPI | iPSC survival up | N-glyco inh | MC4R barr agon | aDG glyco up | Cardio protect
O=C(NCc1ccccc1)c1onc(CSc2ccc(F)c(F)c2)c1C(=O)NCc1ccccc1 | -4 | -5 | 6 | 102 | -1 | -3.9 | 1 | -1.5 | -0.2 | -5
CC(C)(C)NC(=O)NC(=O)COc1ccc(Br)cc1Br | 5 | -6 | -6 | 89 | -5 | 1.4 | -16 | 0.7 | 0.9 | -18
NS(=O)(=O)c1ccc(CCNC(=O)C(=O)c2c[nH]c3ccccc23)cc1 | -2 | 0 | -5 | 101 | -8 | -1.2 | 2 | -1.3 | -0.1 | 3
COc1ccccc1CN(Cc1cc2cc3c(cc2[nH]c1=O)OCCO3)Cc1nnnn1Cc1ccco1 | -1 | 12 | -3 | 105 | -8 | 1.9 | -1 | 1.0 | 0.0 | 17
O=C(C1CC1)N1CCc2cc(Br)cc(S(=O)(=O)N3CCCCCC3)c21 | 2 | 11 | -1 | 99 | 1 | 1.7 | -3 | 0.4 | 0.4 | -1
Cc1nc2ccccc2c2oc(C(=O)NCCCN3CCCC3=O)cc12 | 7 | 2 | -4 | 87 | -4 | 0.1 | -8 | 1.5 | 0.0 | -3
Cc1c(NC(=O)COC(=O)CCC(=O)c2ccc(Cl)cc2)c(=O)n(-c2ccccc2)n1C | -3 | -2 | -2 | 99 | -2 | -1.6 | 1 | -2.0 | -0.3 | -4
CC(=O)c1ccc(OCc2cc(C(=O)N(C)C(C)c3ccon3)no2)cc1 (stereo not drawn) | 0 | 4 | -4 | 96 | -4 | 0.1 | -2 | -1.7 | 0.3 | 4
CC(C)CN(C(=O)COC(=O)C1=COCCO1)c1c(N)n(Cc2ccccc2)c(=O)[nH]c1=O | 1 | 3 | 1 | 98 | 6 | 0.0 | 2 | -1.2 | -0.3 | 1
O=C(COC(=O)c1cc(-c2cccs2)nn1-c1ccccc1)Nc1ccc(F)c([N+](=O)[O-])c1 | -2 | 6 | -11 | 99 | 1 | 5.2 | 0 | 0.3 | 0.8 | -2

Overlap with the part before: six compounds, followed by the next part.
SMILES | m5-HT2A agonist | MC4R antagonist | Exocytosis inh | ABCB6 inh MLPCN | ABHD5 PLIN5 PPI | iPSC survival up | N-glyco inh | MC4R barr agon | aDG glyco up | Cardio protect
O=C(C1CC1)N1CCc2cc(Br)cc(S(=O)(=O)N3CCCCCC3)c21 | 2 | 11 | -1 | 99 | 1 | 1.7 | -3 | 0.4 | 0.4 | -1
Cc1nc2ccccc2c2oc(C(=O)NCCCN3CCCC3=O)cc12 | 7 | 2 | -4 | 87 | -4 | 0.1 | -8 | 1.5 | 0.0 | -3
Cc1c(NC(=O)COC(=O)CCC(=O)c2ccc(Cl)cc2)c(=O)n(-c2ccccc2)n1C | -3 | -2 | -2 | 99 | -2 | -1.6 | 1 | -2.0 | -0.3 | -4
CC(=O)c1ccc(OCc2cc(C(=O)N(C)C(C)c3ccon3)no2)cc1 (stereo not drawn) | 0 | 4 | -4 | 96 | -4 | 0.1 | -2 | -1.7 | 0.3 | 4
CC(C)CN(C(=O)COC(=O)C1=COCCO1)c1c(N)n(Cc2ccccc2)c(=O)[nH]c1=O | 1 | 3 | 1 | 98 | 6 | 0.0 | 2 | -1.2 | -0.3 | 1
O=C(COC(=O)c1cc(-c2cccs2)nn1-c1ccccc1)Nc1ccc(F)c([N+](=O)[O-])c1 | -2 | 6 | -11 | 99 | 1 | 5.2 | 0 | 0.3 | 0.8 | -2
O=C(Cc1ccccc1)NCCS(=O)(=O)N1CCN(c2cccc(Cl)c2)CC1 | 4 | 9 | -24 | 102 | 1 | -0.5 | 0 | -2.5 | 0.1 | 1
COc1cccc(NC(=O)N2CCN(c3cccc(C)c3)C(C)C2)c1 (stereo not drawn) | 4 | 3 | -3 | 100 | -5 | -2.4 | 3 | -1.2 | 0.2 | -20
C=CCN1C(=O)N(CC=C)c2cccc3cccc1c23 | -1 | 2 | 10 | 113 | 2 | 0.1 | 1 | 1.1 | -0.1 | -2
COC(=O)c1ccc(C2C(C(=O)c3ccco3)=C(O)C(=O)N2c2cc(C)on2)cc1 (stereo not drawn) | 6 | 2 | -1 | 104 | -7 | -0.1 | 2 | -1.6 | 0.0 | 3
Cc1ccc(-c2cc(-c3ccccc3C)[nH]n2)c(O)c1 | 1 | 5 | 8 | 100 | -11 | 0.6 | -7 | 3.9 | 0.2 | -25
O=C(Cn1nc(-c2ccc3c(c2)OCCO3)ccc1=O)Nc1ccc(-n2cnnn2)cc1 | -1 | 6 | -2 | 101 | -1 | -1.8 | 3 | -4.9 | -0.3 | -3
O=C(Cc1cccs1)N1CCN(S(=O)(=O)c2ccc(F)c(F)c2)CC1 | 3 | 3 | 7 | 100 | -9 | -1.8 | 1 | -1.0 | 1.8 | -5
Cn1nnc2cc(NC(=O)Nc3cccc(C(F)(F)F)c3)ccc21 | -3 | 12 | -2 | 92 | -1 | 0.2 | 3 | -2.2 | 0.1 | 2
N#C/C(=C\c1ccc[nH]1)C(=O)c1ccccc1 | -1 | 7 | -7 | 104 | 5 | 0.5 | 2 | 1.3 | 0.2 | 7
COc1ccc(CN2C(=O)CSCC2(C)C(=O)NCc2ccccc2)cc1 (stereo not drawn) | -1 | nt | 16 | nt | 0 | nt | nt | nt | -0.1 | nt
Cc1cccn2c(CNCCCn3ncc4ccccc43)c(C(=O)N3CCCCC3)nc12 | -9 | 15 | -2 | 104 | 5 | -1.4 | 1 | -0.6 | -0.2 | -3
O=C(O)CCC(=O)Nc1ccc(N2CCCCC2)c(C(=O)O)c1 | 0 | -1 | -3 | 89 | 0 | -0.3 | 1 | -1.0 | 0.0 | 6
O=C(CN1CCC(C(=O)c2ccc(F)cc2)CC1)Nc1ccccc1 | -7 | 9 | 1 | 94 | -9 | -0.9 | -2 | -1.0 | 0.6 | -13
CCc1nc2c(OCCC3CCCCC3)cccn2c1N(C=O)Cc1ccc(OC)cc1 | -6 | -4 | -9 | 97 | 11 | -1.0 | 1 | 4.5 | 0.2 | -8
CC(C)(C)NC(=O)c1ccncc1 | 0 | 6 | 0 | 97 | 4 | 0.8 | 0 | -0.2 | 0.2 | 3
O=C(CNC(=O)c1ccccc1)NCC(=O)OCC(=O)c1ccc(F)cc1 | -1 | 14 | 0 | 99 | -7 | 3.5 | 3 | -0.7 | 0.3 | 17
O=C(Nc1ccc(S(=O)(=O)N2CCOCC2)cc1)c1ccc(Br)o1 | -4 | -2 | 9 | 99 | -4 | 6.3 | -1 | -0.9 | 0.0 | 8
OC[C@@H]1CN(Cc2ccccc2)C[C@H](n2cnc3c(NCc4ccc(F)cc4)ncnc32)O1 | 0 | 4 | -2 | 97 | 3 | 0.9 | -1 | 1.2 | -0.1 | 3
CCN(Cc1ccccc1)C(=O)CCc1nc(CN2CCN(C(=O)c3ccc([N+](=O)[O-])cc3)CC2)no1 | 1 | 1 | -3 | 96 | -5 | -0.2 | 2 | -1.1 | 0.0 | 1
CCc1cc(=O)[nH]c(SCCc2ccccc2)n1 | 0 | 6 | 1 | 107 | -9 | -0.2 | 0 | -1.0 | -0.1 | 4
CC(=O)Nc1ccc(NC(=O)CSc2nnc(NC(=O)Cc3ccc(F)cc3)s2)cc1 | 2 | 6 | 0 | 99 | 10 | 1.4 | 1 | -1.1 | 0.0 | 8
COc1ccc(-c2sc3cc4c(cc3c2-c2ccc(OCCN3CCCCC3)cc2)OCO4)cc1 | -6 | -1 | 37 | 98 | -5 | -0.8 | -4 | -3.3 | 1.1 | -21
Cc1cccc(CCNC(=O)Cn2ncc3c([nH]c4ccccc43)c2=O)c1 | -5 | 7 | -6 | 92 | 0 | -0.5 | 4 | -1.8 | 0.0 | -1
Cc1cccc(N(C(=O)CNC(=O)c2ccco2)C(C(=O)NC2CCCC2)c2cccnc2)c1 (stereo not drawn) | 1 | 1 | -2 | 101 | 1 | -2.7 | 1 | -2.8 | 0.2 | -4
Cn1c(=O)c2c(nc(NCCNC(=O)c3ccco3)n2Cc2ccccc2Cl)n(C)c1=O | 6 | 9 | 2 | 93 | 2 | 4.9 | 5 | -0.8 | 0.5 | -1
Cc1ccc(CSc2nnc(C)c(=O)n2N)cc1 | 2 | 11 | 2 | 91 | 5 | 0.4 | 3 | -2.3 | -0.1 | -3
Cc1nnnn1/C(=C\c1ccccc1)C(=O)OCC(=O)NC1CCCCC1 | -5 | -2 | 0 | 100 | 25* | 0.1 | 8 | -1.2 | 1.9 | 4
NC(=O)c1ccc(NC(=O)COC(=O)CC23CC4CC(CC(Br)(C4)C2)C3)cc1 | 4 | 2 | -4 | 88 | 6 | 1.3 | 0 | -2.1 | 0.0 | -2
COc1ccc(S(=O)(=O)N2CCCCCC2)cc1NC(=O)Cc1ccccc1 | 1 | -2 | -1 | 91 | -2 | -0.7 | 2 | -2.9 | 0.0 | -2
CN(c1ccccc1C(=O)N1CCCC1)S(C)(=O)=O | 0 | 15 | 0 | 96 | 2 | 0.2 | 0 | 0.2 | -0.2 | -6
COc1ccc(C2=NOC(C(=O)Nc3cc(C)on3)C2)cc1OC (stereo not drawn) | 3 | 0 | -2 | 98 | -1 | -0.7 | 0 | 1.4 | 0.2 | 3
O=C(NC1CCCCCCC1)c1cc(F)c(F)cc1Cl | 2 | 18 | -1 | 95 | -5 | -0.8 | 0 | -1.7 | -0.6 | -6
COCCNC(=S)N1CCc2cc(OC)c(OC)cc2C1COc1ccc(C(C)C)cc1 (stereo not drawn) | -8 | 18 | -3 | 103 | 2 | 0.9 | -5 | 0.2 | 0.0 | 2
CCOC(=O)C(C)On1c(SC(C)C(=O)OCC)nc2ccccc2c1=O (stereo not drawn) | 2 | 6 | 3 | 91 | -2 | 4.1 | 3 | 0.3 | 0.1 | 3
Cc1ccc(-c2noc(-c3ccno3)n2)cc1 | 0 | 9 | -4 | 101 | -12 | -0.4 | 2 | 0.8 | 2.4 | 1
O=C(OCc1nnc(-c2ccccc2)o1)c1cc(=O)c2ccccc2o1 | -3 | 2 | 0 | 87 | -7 | 2.1 | 2 | -0.2 | 0.1 | 10
CCC1CCCCN1C(=O)CSc1nnc(CNC(=O)c2cc(OC)c(OC)c(OC)c2)o1 (stereo not drawn) | 2 | 4 | 1 | 98 | -1 | 1.9 | 2 | -0.5 | 0.1 | -6
CCOc1nc(NCCC2=CCCCC2)nc(N2CCOCC2)n1 | -4 | 3 | 14 | 97 | -9 | -2.6 | -4 | -0.6 | 0.0 | -25
COc1ccc(NC(=O)CSCc2cc(=O)n3nc(C4CC4)sc3n2)cc1 | 1 | 3 | 2 | 94 | -10 | -0.6 | 3 | -2.6 | -0.3 | 1

From PubChem
